TbREL1 inh = TbREL1 inhibition, primary screen; P86926; TbREL1 RNA ligation, FRET fluorescence; inhibition, % at 9.66 µM; actives 0.49% (n = 89,000); AID 1117264;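 active = inhibition above the mean inhibition across all screened compounds plus 3 SD, cut at about 11% in these data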;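 also: 0% = plate median of test wells and 100% = NSC42067 control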
Target sequence (P86926 whole entry, looked up): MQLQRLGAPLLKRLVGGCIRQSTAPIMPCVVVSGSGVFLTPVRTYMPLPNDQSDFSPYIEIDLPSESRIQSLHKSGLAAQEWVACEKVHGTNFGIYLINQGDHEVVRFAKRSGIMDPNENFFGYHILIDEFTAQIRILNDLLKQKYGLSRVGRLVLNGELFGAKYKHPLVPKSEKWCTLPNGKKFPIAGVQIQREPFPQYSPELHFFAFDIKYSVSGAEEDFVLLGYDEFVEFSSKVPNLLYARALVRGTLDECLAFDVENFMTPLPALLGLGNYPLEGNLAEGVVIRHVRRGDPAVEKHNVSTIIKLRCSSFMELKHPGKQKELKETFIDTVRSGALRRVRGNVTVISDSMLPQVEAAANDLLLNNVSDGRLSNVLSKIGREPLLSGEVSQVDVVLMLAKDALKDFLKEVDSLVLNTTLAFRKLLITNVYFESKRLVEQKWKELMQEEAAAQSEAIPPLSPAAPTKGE
The depositor's hits bear a star.

Start of the data: the first 4 records, to show the layout:
SMILES	TbREL1 inh
O=C1CN(S(=O)(=O)c2ccccc2)c2ccccc2N1	3
CCOC(=O)CN1C(=O)S/C(=C\c2ccc(-c3cccc(C(=O)O)c3C)o2)C1=O	-1
CCOCCCn1cnc2c(c1=O)c1nc3ccccc3nc1n2-c1ccc(C)cc1	-2
CCOc1ccc(OCc2cccc(C(=O)N/N=C/c3cccnc3)c2)cc1	-1

Main list, from the start:
SMILES	TbREL1 inh
O=C1CN(S(=O)(=O)c2ccccc2)c2ccccc2N1	3
CCOC(=O)CN1C(=O)S/C(=C\c2ccc(-c3cccc(C(=O)O)c3C)o2)C1=O	-1
CCOCCCn1cnc2c(c1=O)c1nc3ccccc3nc1n2-c1ccc(C)cc1	-2
CCOc1ccc(OCc2cccc(C(=O)N/N=C/c3cccnc3)c2)cc1	-1
CCc1c(C)nc2ncnn2c1N1CCC(C(=O)NCc2ccc3c(c2)OCO3)CC1	6
O=C(CN1CCC(n2nnc3cc(F)ccc32)CC1)NCc1ccco1	-1
CCN(C[C@H]1N[C@@](Cc2ccccc2)(C(=O)OC)[C@H]2C(=O)N(Cc3ccccc3)C(=O)[C@@H]12)C(=O)Nc1ccc(C(F)(F)F)cc1	-2
c1csc(-c2nnc(-c3ccc(N4CCOCC4)cc3)o2)c1	1
COc1ccc(NC(=O)CSc2nnc(-c3ccccn3)n2N)cc1Cl	-1
COc1cc(NC(=O)c2cc(-c3ccc(F)cc3OC(C)C)n[nH]2)cc(OC)c1OC	-4

The final three entries of the part above lead into the next:
SMILES	TbREL1 inh
c1csc(-c2nnc(-c3ccc(N4CCOCC4)cc3)o2)c1	1
COc1ccc(NC(=O)CSc2nnc(-c3ccccn3)n2N)cc1Cl	-1
COc1cc(NC(=O)c2cc(-c3ccc(F)cc3OC(C)C)n[nH]2)cc(OC)c1OC	-4
CC(=O)CSc1nnc(-c2ccc(S(=O)(=O)N3CCC(C)CC3)cc2)o1	-4
CCn1c(SCC(=O)NC2=NCCS2)nnc1C(C)NC(=O)c1ccc(Cl)cc1 (stereo not given)	0
O=C(NCc1ccccc1)OC1CCC12CCC(c1ccccc1)CC2 (stereo not given)	-2
FC(F)Oc1ccccc1NC(=S)Nc1cccnc1	2
O=C(CNCc1ccco1)Nc1cccc(S(=O)(=O)N2CCCCC2)c1	6
CC(C)C[C@H]1CN=C(Nc2ccccc2)N1CCC1CCCC1	11
CCN1CCN(c2ccc(S(=O)(=O)N3CCCCC3)cc2NC(=O)Cc2ccc(OC)cc2)CC1	2
O=C(NCc1ccccc1)c1ccc(Cl)c(S(=O)(=O)N2CCCC2)c1	5
COc1ccc(NC(=O)c2cc(-c3cc(F)ccc3OC(C)C)n[nH]2)c(OC)c1	4
O=C(Nc1nc(-c2ccccc2)cs1)c1cccc(S(=O)(=O)N2CCN(Cc3ccccc3)CC2)c1	4
CC(=O)N1N=C(c2ccc(C)cc2)OC1c1ccc(C)cc1 (stereo not given)	3
C=CCn1c(C(C)C)nc2ccccc21	0
COc1ccc(NC(=S)c2ccncc2)cc1	0
CC(C)C[C@@H](COc1ccccc1)N1CCN(C)CCC1=O	-2
COc1cccc(C2=NOC(C(=O)N3CCc4ccccc4C3)C2)c1 (stereo not given)	0
CN1c2ccccc2-c2ccccc2S1(=O)=O	3
COc1cc2[nH]c(=O)n(CCC(=O)NCCC(C)C)c(=O)c2cc1OC	-1
CC(=O)Nc1ccnn1C1CCN(C(=O)c2cccc(C)c2C)CC1	0
NC(=O)COC(=O)c1ccccc1SCC(=O)NC1CCCCCC1	1
COC(=O)C1=C(C)N(CCCC(=O)O)C(=O)NC1c1ccc(-c2ccccc2)cc1 (stereo not given)	0
O=C(CCCn1cnc([N+](=O)[O-])n1)Nc1ccc(Cl)cc1Cl	1
O=C(c1ccc(CNS(=O)(=O)c2cccc(Cl)c2)cc1)N1CCCC1	1
CCN(C(=O)CSc1nc2nc(C)cc(C)n2n1)c1ccccc1	6
CC(C)(C)OC(=O)NCC(=O)NNC(=O)C(C(=O)OCc1ccccc1)c1ccccc1 (stereo not given)	-4
COc1c(Cl)cc(C(=O)Nc2ccccc2C(=O)O)cc1Cl	3
COc1ccc(NC(=O)COC(=O)CCC(=O)c2cccs2)cc1OC	0
CCCOc1ccc(S(=O)(=O)N2CCCC2)cc1[N+](=O)[O-]	9
c1ccc(C2(Cn3ccc4ccccc43)OCCO2)cc1	-1
Clc1ccc(OCCN2CCN(c3ncnc4sccc34)CC2)cc1	0
O=C(COC(=O)c1ccc(Br)cc1)NCCN1C(=O)CSC1=O	-3
CCC(=O)Nc1cccc(-c2nc3ccccc3c(=O)o2)c1	-2
COc1cccc(NC(C)C(=O)Nc2cc([N+](=O)[O-])ccc2Cl)c1 (stereo not given)	-3
CC(C)n1nnc2ccccc2c1=O	1
C[C@@H]1NC(=O)N(c2ccc(F)cc2)C1=O	0
C=C[C@@H]1c2ccccc2N(S(=O)(=O)c2ccc(C)cc2)[C@H](c2ccccc2)C1(C#N)C#N	3
COc1cc(OC)c2c(c1)O/C(=C\c1ccccc1)C2=O	-1
O=C(Nc1cccc(C(F)(F)F)c1)c1cc(-c2cccs2)on1	1
CC(NC(=O)c1ccccc1NC(=O)CSc1nnnn1C)c1ccccc1 (stereo not given)	-2
O=C(Nc1ccccc1C(F)(F)F)c1cccnc1	1
COc1ccccc1-c1nn(-c2ccccc2)cc1C(=O)N1CCc2ccccc2C1	-3
CSCCC(NS(=O)(=O)c1ccc(C)cc1)C(=O)N1CCN(S(=O)(=O)c2ccc(F)cc2)CC1 (stereo not given)	-3
O=C(c1cccs1)N(Cc1ccc(F)cc1)C1CCS(=O)(=O)C1 (stereo not given)	2
Cc1ccc(C(=O)N2[C@@H]3CN(C)C(=O)[C@@]2(Cc2ccccc2)[C@H]2C(=O)N(C)C(=O)[C@@H]32)cc1	-2
Cc1ccc(Cl)cc1NC(=O)CN1C(=O)NC2(CCCCCC2)C1=O	-1
CCN(CC)S(=O)(=O)c1ccc(C)c(NC(=O)COc2ccc(Cl)cc2Br)c1	5
CCN(CC)S(=O)(=O)c1cc(C(=O)Nc2cc(C)on2)ccc1Cl	0
CCOc1ccccc1N(CC(=O)NC1CCCC1)C(=O)CNC(=O)c1cccs1	2
COCCNc1ccc([N+](=O)[O-])cc1C(=O)NC1CCCc2ccccc21 (stereo not given)	1
CCCCc1nc2cc(C(=O)N3CCCC(OCCC)C3)ccc2o1 (stereo not given)	-4
COc1ccc(S(=O)(=O)N2CCc3ccccc32)cc1C(=O)NC1(C)CCS(=O)(=O)C1 (stereo not given)	-3
Further entries
SMILES	TbREL1 inh
CN1C(=O)/C(=C2\SC(N)=NC2=O)c2ccccc21	0
O=C(OCC#CCSc1nnc(-c2c[nH]c3ccccc23)o1)c1ccc(F)cc1	-2
NS(=O)(=O)c1ccc(NC(=O)C2C3C=CC(C3)C2C(=O)O)cc1 (stereo not given)	-3
COc1ccc(-c2csc(NC(=O)CC(C)C)n2)cc1	1
CCC(C)NC(=O)Cn1c(=O)sc2ccccc21 (stereo not given)	1
CCOc1ccc(C(=O)N2CCn3c2nc2ccccc23)cc1	0
CO/N=C/c1cc([N+](=O)[O-])ccc1Sc1ccc(C)cc1	6
CCOC(=O)c1ccc(NS(=O)(=O)c2cc3c4c(c2)CCN4C(=O)CC3)cc1	4
Cc1nonc1NC(=O)c1ccc(Cl)c(S(=O)(=O)N2CCCCC2)c1	-2
c1ccc2c(c1)nc(N1CCOCC1)c1nncn12	1

The final 3 records of the section before open the next one.
SMILES	TbREL1 inh
CCOC(=O)c1ccc(NS(=O)(=O)c2cc3c4c(c2)CCN4C(=O)CC3)cc1	4
Cc1nonc1NC(=O)c1ccc(Cl)c(S(=O)(=O)N2CCCCC2)c1	-2
c1ccc2c(c1)nc(N1CCOCC1)c1nncn12	1
CCN(CC)S(=O)(=O)c1ccc2oc(C(=O)NCC3COc4ccccc4O3)c(C)c2c1 (stereo not given)	0
COc1ccc(Cn2c(=O)[nH]c3cc(C(=O)NCCCOC(C)C)ccc3c2=O)cc1	9
CC(C)N1CCCC(C)(C(=O)Nc2ccc3c(c2)OCO3)C1 (stereo not given)	-2
CC(C)c1ccc(N(CC(=O)NCC2CCCO2)C(=O)Cn2nnc(-c3cccs3)n2)cc1 (stereo not given)	-3
Cc1cc(C)nc(NS(=O)(=O)c2ccc(NC(=O)CCN3C(=O)c4ccccc4C3=O)cc2)n1	2
CC(C)=N/N=C(\c1cccc([N+](=O)[O-])c1)C12CN3CN(CN(C3)C1)C2	-2
O=C(O)CCCCCCCCCCCNC(=O)NC12CC3CC(CC(C3)C1)C2	2
CN(C)CCCN(C(=O)c1sc2ccccc2c1Cl)c1nc2c(F)cccc2s1	0
Cc1cc(-c2ccccc2)nc(N(C)NC(=O)c2ccc(Cl)cc2)c1S(C)(=O)=O	1
CCN(CC(=O)Nc1c(C(=O)OC)[nH]c2ccccc12)c1ccc2c(c1)OCO2	-2
CCN(CC)S(=O)(=O)c1ccc(N2CCN(c3ccccc3OC)CC2)c(N)c1	-3
O=C(c1sc2ccccc2c1Cl)N1CCN(c2ccccn2)CC1	0
CN(C)c1ccc(NS(=O)(=O)c2cccc(Cl)c2)cc1	-1
Cc1ccc(C)c(N2CC(C(=O)Nc3nccs3)CC2=O)c1 (stereo not given)	0
NC(=O)c1cc(-c2csc(-c3cccnc3)n2)ccc1O	4
Cc1ccc(CCNC(=O)C2CCN(S(=O)(=O)c3ccc4c(c3)CCC(=O)N4)CC2)cc1	-1
Nc1cccc(-c2nc3ccccc3s2)c1	1
Cc1nc(NC(=S)NC(=O)c2ccccc2)sc1C(=O)N(C)C	1
COc1cc(C(=O)OCc2cc3ccccc3[nH]c2=O)cc(OC)c1OC	-3
O=C(CNC(=O)c1nc[nH]c1C(=O)NCc1ccccc1)OCc1ccccc1	0
CN1C(=O)c2ccccc2C(C(=O)NCC2CCCO2)C1c1c[nH]c2ccccc12 (stereo not given)	3
CN1C(=S)SC(/[N+]([O-])=C\c2ccco2)C1(C)C (stereo not given)	-2
CCC1(CC)C(=O)C2=C3C1[C@H](C(=O)OC)C=C(C(=O)OC)C[C@H]3n1c(=O)n(-c3ccccc3)c(=O)n1[C@H]2C (stereo not given in full)	-2
CCc1cccc(Nc2cc(C)nc3nc(C)nn23)c1	2
COc1ccccc1C(C)NC(=O)C1CCN(S(=O)(=O)c2cccs2)CC1 (stereo not given)	4
COc1ccccc1Nc1ccc(C(=O)O)cc1[N+](=O)[O-]	-2
O=C1CCN(C(=O)c2ccccc2)C2CCCCC12 (stereo not given)	-1
CC(C)C[C@@H](CN1CCC[C@@H]1CN1C(=O)C(=O)NC[C@@H]1Cc1ccccc1)N1C[C@H](Cc2ccccc2)N(CC2CCCCC2)C(=O)C1=O	-2
CCOC(=O)c1cnc2cc(-c3ccc(C(C)(C)C)cc3)nn2c1N	4
COc1cnc(-c2ccccc2)nc1Oc1cccc(C)c1C	1
COc1ccc(S(=O)(=O)N2CCC(N3CCCC3)CC2)cc1	7
CC1=C(C(=O)N(C(C)C)C(C)C)CC(CC(=O)NCCc2ccccn2)C(=O)N1CCC1=CCCCC1 (stereo not given)	-4
Nc1sccc1C(=O)N1CCN(c2ccccc2)CC1	-6
CCCC(C)NS(=O)(=O)c1ccc(OC)c(C)c1 (stereo not given)	1
COc1ccc(N2CCN(CNC(=O)c3ccccc3)CC2)cc1	-3
CNc1nc(Nc2ccc(C)cc2C)c2sccc2n1	1
COc1ccc(NC(=O)C2Cc3ccccc3O/C2=N\O)cc1 (stereo not given)	1
Cn1nc(C(F)(F)F)c(-c2cccc(C(F)(F)F)c2)c1NC(=O)c1cccnc1	0
CC(Oc1ccccc1)C(=O)N1CCN(C(=O)C(C)Oc2ccccc2)CC1 (stereo not given)	2
O=C(COC(=O)c1cc(Cl)ccc1O)Nc1ccc2c(c1)OCCO2	0
CC(=O)Nc1cnc(-c2ccc(O)cc2C)cn1	0
CCN1C(=O)C(CC(=O)N2CCN(C(c3ccccc3)c3ccccc3)CC2)N(CC)C1=O (stereo not given)	3
CC(C)CN(C(=O)Cn1c(C(F)(F)F)nc2ccccc21)c1c(N)n(Cc2ccccc2)c(=O)[nH]c1=O	-2
COc1ccccc1OCC(=O)NNC(=O)C1CCN(c2ncnc3sc(C)c(C)c23)CC1	-1
Cc1cc(NS(=O)(=O)c2ccc(NC(=O)CSc3nnc(-c4ccccn4)n3-c3ccccc3)cc2)nc(C)n1	-1
O=C(O)c1cccc(S(=O)(=O)Nc2ccc(O)c(Sc3nc4ccccc4s3)c2)c1	-1
O=C(Nn1cnnc1)c1csc2ccccc12	2
C[C@@H]1COc2cccc(N3CCC[C@@H]3CO)c2S(=O)(=O)N1	-7
O=C(O)COc1cccc(NC(=O)c2ccccc2)c1	3
CC(=O)OC(C(=O)NC1CCCCC1)c1ccccc1 (stereo not given)	-1
The list continues:
SMILES	TbREL1 inh
O=C(CCN1C(=O)/C(=C/c2ccc(Cl)cc2)SC1=S)NC1C=CS(=O)(=O)C1 (stereo not given)	0
NC(=S)NN=C1c2ccccc2-c2c(F)c(F)c(F)c(F)c21	-4
C/C(=C\C(=O)c1ccccc1)Nc1ccc(N2CCOCC2)cc1	-5
C(=N\Nc1nc2ccccc2[nH]1)/c1ccc2c(c1)OCO2	0
Cc1onc(-c2c(F)cccc2Cl)c1C(O)c1ccc(F)cc1 (stereo not given)	-3

This is a subset; rates above refer to the full screens.
